Compound activity as filed in PubChem.
hIAP act = human IAP activation. 0.16% of 330,000 active. activation factor at 10 µM. purified human IAP, CDP-Star luminescence, 30 min; stronger effect = higher value; 1 = vehicle-only enzyme, 0 = enzyme-free background. P09923;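 active = activation factor of the enzyme at least 2-fold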; also: the source names both 10 and 20 µM as test concentration; values of inactives mirror those of a sister screen read the other way
hIAP block = blocks human intestinal alkaline phosphatase. 0.12% of 330,000 active. purified IAP, CDP-Star luminescence, 30 min. inhibition, % at 10 µM. P09923. AID 2544;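 active = inhibition reaching a set limit with compound at 10 µM in the primary screen, cut at about 35% in these data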;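 also: plate controls were DMSO wells with enzyme for no effect and no-enzyme buffer wells for full effect; values of inactives mirror those of a sister screen read the other way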
HKDC1 inh = inhibitors of human hexokinase HKDC1; recombinant HKDC1, G6PDH/diaphorase resazurin coupled fluorescence; inhibition, % at 20 µM; 0.16% of 340,000 active; AID 493160;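 active = inhibition above about 35% when tested at 20 µM, limit read from the data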;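 also: plate controls were DMSO wells with enzyme for no effect and DMSO wells lacking enzyme for full effect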
Target sequence (Q2TB90 whole entry, looked up): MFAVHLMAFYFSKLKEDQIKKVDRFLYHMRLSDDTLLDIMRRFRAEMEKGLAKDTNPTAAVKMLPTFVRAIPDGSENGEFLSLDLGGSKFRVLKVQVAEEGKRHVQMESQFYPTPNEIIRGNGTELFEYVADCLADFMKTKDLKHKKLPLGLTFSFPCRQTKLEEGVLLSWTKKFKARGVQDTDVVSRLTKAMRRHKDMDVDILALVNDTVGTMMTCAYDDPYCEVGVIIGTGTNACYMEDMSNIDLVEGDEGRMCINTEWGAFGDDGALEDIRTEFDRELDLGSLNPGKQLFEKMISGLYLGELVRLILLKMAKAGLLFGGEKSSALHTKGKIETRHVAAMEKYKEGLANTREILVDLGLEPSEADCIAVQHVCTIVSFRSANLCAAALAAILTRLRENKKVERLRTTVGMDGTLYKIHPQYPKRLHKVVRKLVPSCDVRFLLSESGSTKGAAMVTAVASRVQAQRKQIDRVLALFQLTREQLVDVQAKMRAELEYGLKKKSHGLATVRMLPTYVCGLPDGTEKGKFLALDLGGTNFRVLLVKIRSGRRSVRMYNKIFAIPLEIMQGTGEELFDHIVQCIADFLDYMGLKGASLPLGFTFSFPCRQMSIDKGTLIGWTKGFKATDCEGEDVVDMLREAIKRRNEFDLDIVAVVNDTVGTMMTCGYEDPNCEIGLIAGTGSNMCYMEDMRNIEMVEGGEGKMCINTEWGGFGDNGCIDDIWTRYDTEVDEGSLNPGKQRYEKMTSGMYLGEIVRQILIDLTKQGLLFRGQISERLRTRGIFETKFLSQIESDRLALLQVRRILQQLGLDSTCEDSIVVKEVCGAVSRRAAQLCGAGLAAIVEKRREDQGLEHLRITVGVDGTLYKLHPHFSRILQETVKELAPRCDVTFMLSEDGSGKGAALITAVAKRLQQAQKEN
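Assay system: in-house recombinant HK5 (HKDC1) enzyme. Input: HKDC1 at 5 µg/mL. Medium: Tris pH 8.0 buffer with MgCl2, Tween-20, BSA, BME. Dosing: single 20 µM dose. Schedule: 90 min reaction incubation at room temperature, dark. Signal: resazurin-to-resorufin fluorescence via G6PDH and diaphorase coupling, 525/613 nm. Controls: DMSO-enzyme wells negative, buffer-substituted wells positive.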
ATG4B inhibitor = inhibitors of human ATG4B cysteine protease. Q9Y4P1. ATG4B cleavage of LC3-PLA2, NBD-HPC fluorescence, 1 h. inhibition, % at 8.33 µM. 0.51% of 340,000 active. AID 504462; in the data active = inhibition above about 40%
mIAP act = increases mouse intestinal alkaline phosphatase activity | activation factor at 10 µM | 0.24% of 330,000 active | muIAP, CDP-Star luminescence, 30 min; stronger effect = higher value; 1 = vehicle-only enzyme signal, 0 = enzyme-free wells;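 active = activation factor of at least 2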; also: the source names both 10 and 20 µM as test concentration; values of inactives mirror those of a sister screen read the other way
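System: Mouse IAP enzyme | Also added: CDP-Star substrate | Dosing: Compounds dispensed in DMSO | Schedule: 30 min enzyme-substrate-compound incubation at room temperature | Technique: Chemiluminescence readout | Control set: DMSO-only wells and no-enzyme negative control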
APOBEC3A inh = blocks human APOBEC3A ssDNA deamination; P31941; recombinant A3A, FAM/TAMRA ssDNA deamination fluorescence; inhibition, % at 20 µM; 0.41% of 330,000 active; AID 493011;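 active = at least 40% inhibition at 20 µM here, with at most 30% in a related deaminase screen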;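 also: plate controls were A3A with DMSO for no effect and wells lacking A3A enzyme for full effect; some results filed as inactive read as strong as hits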
Target sequence (P31941 whole entry, looked up): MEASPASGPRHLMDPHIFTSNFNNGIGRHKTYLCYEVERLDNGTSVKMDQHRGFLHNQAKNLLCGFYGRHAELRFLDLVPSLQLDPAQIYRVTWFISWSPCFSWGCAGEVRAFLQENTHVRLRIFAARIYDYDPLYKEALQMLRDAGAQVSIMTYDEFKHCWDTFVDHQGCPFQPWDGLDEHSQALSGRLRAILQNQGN
mIAP block = mouse IAP inhibition | purified mouse IAP, CDP-Star luminescence, 30 min | inhibition, % at 10 µM | 0.2% of 330,000 active | AID 2806;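 active = inhibition of at least 40% at 10 µM in the primary screen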;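 also: plate controls were DMSO with enzyme for no effect and no enzyme wells for full effect; values of inactives mirror those of a sister screen read the other way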
PfGluPho inh = PfG6PD (Plasmodium falciparum) enzyme inhibition; 0.78% of 350,000 active; PfGluPho enzyme, NADPH resazurin-diaphorase fluorescence; inhibition, % at 20 µM; AID 504690;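 active = inhibition reaching at least a set limit at 20 µM in the primary screen, cut at about 59% in these data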;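 also: 0% = DMSO wells with substrate and 100% = DMSO wells lacking glucose-6-phosphate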
* marks the source's active call; other numbers are inactive results; · = no result given.

hIAP act,hIAP block,HKDC1 inh,ATG4B inhibitor,mIAP act,APOBEC3A inh,mIAP block,PfGluPho inh,SMILES
1.3,-26,9,4,0.94,-2,6,7,COc1cc(CN2CCCC(N3CCN(c4ccccc4C)CC3)C2)ccc1O (stereo not given)
1.1,-7,1,-9,0.92,-3,8,-12,Cc1noc(NS(=O)(=O)c2ccc(NC(=O)C(CC(C)C)N3C(=O)c4ccccc4C3=O)cc2)c1C (stereo not given)
0.88,12,-1,4,0.96,19,4,-18,CCCCn1c(N)c(N(CC)C(=O)c2ccc(N3CCCC3=O)cc2)c(=O)[nH]c1=O
0.98,2,-5,9,1,-2,0,-3,O=C(CCC1CCCCC1)NCc1ccncc1
0.94,6,12,2,0.97,-3,3,-11,COc1ccc(N2C(=O)CSC23C(=O)N2CCCc4cccc3c42)cc1 (stereo not given)
0.84,16,-4,-17,0.92,-4,8,58,CCOc1ccc2ccccc2c1/C=N/NC(=O)c1ccc(C)nc1
1.1,-5,4,-4,0.99,0,1,-12,COCCCn1cnnc1SC(C)C(=O)Nc1ccc(S(=O)(=O)N2CCOCC2)cc1 (stereo not given)
1.1,-12,2,-5,0.93,-1,8,12,CN(C)c1ccc(C(=O)N2CCNC(=O)C2CC(=O)Nc2ccc(F)cc2)cc1 (stereo not given)
1,0,1,-3,1,5,-3,2,CC(=O)Nc1ccc(S(=O)(=O)NCc2ccc(C(=O)N3CCOCC3)cc2)cc1
0.98,2,1,-12,0.95,0,5,13,Cc1ccc(S(=O)(=O)Nc2ccc3c(c2)C(=O)N([C@H](C)CO)C[C@H](C)[C@@H](CN(C)C(=O)Nc2ccc(C(F)(F)F)cc2)O3)cc1
1.2,-16,-5,2,0.99,4,1,0,CCOc1ccc(NC(=O)c2ccc(CN3CCc4ccccc4C3)cc2)cc1
1.1,-6,-4,-15,0.99,-3,1,35,O=C(CCn1c(=O)oc2ccccc21)Nc1cccc(Cl)c1
0.9,10,·,·,0.97,0,3,·,CCn1c(COc2ccccc2C)nnc1SCc1nc2ccccc2c(=O)[nH]1
1.1,-12,-1,10,1.1,1,-6,-4,Cc1ccc(NC(=O)CN2CCc3cc4c(cc3C2)OCCCO4)cc1C
0.73,27,-10,-10,0.99,-2,1,2,COc1ccccc1NC(=O)c1ccccc1-c1nc(-c2ccccc2OC)no1
1.1,-9,7,1,1,-5,0,-23,COc1cc2c(cc1OC)C(c1cccc(Cl)c1)CC(=O)N2 (stereo not given)
1.1,-6,-1,-32,1.1,-4,-7,6,Cc1cc(=O)oc2cc(OC(=O)c3ccccc3)ccc12
0.94,6,-5,-11,1,-1,-3,9,Cc1cc(C)cc(NC(=O)c2cccc(N3C(=O)C4C5C=CC(C5)C4C3=O)c2)c1 (stereo not given)
0.91,9,1,-1,0.91,1,10,14,Cn1c2ccc(F)cc2c2nc3ccccc3nc21
0.88,12,-1,-7,1.1,-3,-6,-1,Cc1ccc(-n2nnnc2SCC(=O)NC2CC2)cc1C
1.2,-23,-1,3,1.1,-6,-9,-9,CC1Sc2ccc(S(=O)(=O)N3CCC(C(=O)NCc4ccco4)CC3)cc2NC1=O (stereo not given)
0.93,7,21,4,0.86,-1,14,-28,N#Cc1ccc(OCC(=O)n2cc(C(=O)c3cc(Cl)cc(Cl)c3O)cn2)cc1
0.98,2,-7,6,0.95,-1,5,-12,CC(C)NC(=O)NC(=O)COC(=O)c1cccc(OC(F)F)c1
1.4,-40,-4,-4,1,5,-3,-4,CS(=O)(=O)N(CC(=O)NC1CC1)c1cccc(F)c1
0.95,5,5,-11,0.93,10,7,-15,CCCOc1ccc(-c2nc(C#N)c(N3CCN(C)CC3)o2)cc1
1,-4,0,-3,0.97,-5,3,10,Cc1ccc(C(=O)Nc2cccc(C(=O)N/N=C/c3ccc(O)cc3)c2)cc1
0.97,2,2,-13,0.92,4,8,-2,O=c1[nH]nc(-c2ccc(F)cc2)cc1Cc1cccs1
0.84,16,7,8,1,0,-1,-12,COc1ccc(CNC(=O)C(C)N(Cc2ccco2)C(=O)c2snc(C(N)=O)c2N)cc1 (stereo not given)
1,-4,-4,-10,0.97,0,3,2,COc1cc(CCC(=O)OCC(=O)Nc2ccc(C)cc2Cl)cc(OC)c1OC
1.1,-11,-7,5,1,-1,-3,38,COc1ccc(C(Nc2ccccn2)c2oc(CO)cc(=O)c2O)cc1 (stereo not given)

Filtered by structure, those above containing a furan ring, fused or not
hIAP act,hIAP block,HKDC1 inh,ATG4B inhibitor,mIAP act,APOBEC3A inh,mIAP block,PfGluPho inh,SMILES
1.2,-23,-1,3,1.1,-6,-9,-9,CC1Sc2ccc(S(=O)(=O)N3CCC(C(=O)NCc4ccco4)CC3)cc2NC1=O (stereo not given)
0.84,16,7,8,1,0,-1,-12,COc1ccc(CNC(=O)C(C)N(Cc2ccco2)C(=O)c2snc(C(N)=O)c2N)cc1 (stereo not given)

Taken from above:
mIAP block, Cc1cc(=O)oc2cc(OC(=O)c3ccccc3)ccc12 = -7
HKDC1 inh, CCOc1ccc(NC(=O)c2ccc(CN3CCc4ccccc4C3)cc2)cc1 = -5

The list continues:
hIAP act,hIAP block,HKDC1 inh,ATG4B inhibitor,mIAP act,APOBEC3A inh,mIAP block,PfGluPho inh,SMILES
1.1,-7,-6,-1,1.2,-5,-16,16,Cc1ccc(NC(=O)CCN2CCC(Cc3ccccc3)CC2)cc1
1.1,-13,4,-3,0.99,3,1,1,O=C(CSc1ccc2nnc(-c3cccnc3)n2n1)c1ccccc1
1,-2,-3,7,0.94,1,6,-15,Cc1cccc(CSc2[nH]c(=O)ncc2C)c1
1,-2,-11,-11,1.2,0,-15,-2,CCOc1ccc(CCNC(=O)c2[nH]c(C)c(C(C)=O)c2CC)cc1OCC
1.1,-12,-26,9,1.1,0,-7,-7,COc1ccc(C(=O)NC(=S)N(Cc2ccccc2)Cc2ccccc2)cc1
1.1,-5,6,-4,0.98,-2,2,-8,CC(C)n1cnc2c(N(C)c3cccc(Cl)c3)nc(N(CCO)CCO)nc21
0.85,15,2,12,0.99,2,1,-7,CC1=C(C(=O)OCC2CCCO2)C(c2ccc(Cl)c(Cl)c2)NC(=O)N1 (stereo not given)
1.1,-10,-4,0,1,-5,-2,-2,CSc1n[nH]c(=O)n1-c1cccc(Cl)c1
0.95,5,3,-9,1.2,2,-19,1,O=C(Nc1ccc(Cl)cc1)N1CCc2[nH]c3ccccc3c2C1
1.1,-5,3,-11,0.9,1,10,8,COc1ccc(CNC(=O)CSc2nn3c(=O)c(C(C)(C)C)nnc3s2)cc1OC
1.2,-22,-3,-10,0.81,5,19,-9,COc1ccc(NC(=O)CSC2=C(C#N)C(c3ccco3)C(C(=O)Nc3nc4ccccc4s3)=C(C)N2)cc1 (stereo not given)
1,-3,-2,-1,0.9,1,10,-22,CC1CCN(c2c(NCC3CCC(C(=O)Nc4ccccn4)CC3)c(=O)c2=O)CC1 (stereo not given)
1.1,-8,-1,25,0.96,-4,4,10,O=C(CCN1C(=O)/C(=C/c2ccccc2Cl)SC1=S)NC1=NCCS1
1.1,-5,-9,3,1.2,-2,-17,-3,Cc1c(Cl)c([N+](=O)[O-])nn1CC(=O)NCc1cccs1
0.97,3,0,0,0.97,-3,3,-21,O=C(Cc1cccc2ccccc12)Nc1nnc(-c2cccc([N+](=O)[O-])c2)s1
0.77,23,15,13,1,-4,0,7,Cc1[nH]c2ccccc2c1SCCNC(=O)c1ccc(Br)o1
1.3,-31,-1,11,1.1,1,-9,-1,O=S(=O)(NCC1CN(S(=O)(=O)c2ccc3c(c2)OCCO3)C1)c1c(F)cccc1F
1,-1,-4,0,1,3,-2,5,CCC(C)c1ccccc1NS(=O)(=O)c1cnn(CC)c1 (stereo not given)
0.94,6,-3,-2,0.99,-3,1,9,COCCn1c(=O)c2c(nc3n2CCCN3CCc2ccccc2)n(C)c1=O
1,0,10,-1,0.96,0,4,4,CCOC(=O)[C@@H]1[C@H]2COc3ccccc3[C@H]2N2C(=O)N(c3ccc(Br)cc3)C(=O)[C@]12C
0.99,1,-7,-6,0.94,-2,6,3,COc1ccc(CCN2C(=NC(=O)CC(C)C)SC3CS(=O)(=O)CC32)cc1 (stereo not given)
1.3,-27,-3,-6,1.2,-5,-19,-5,CCCOC(=O)CCc1n[nH]c(=O)[nH]c1=O
1,0,-3,3,1.1,-2,-11,-1,O=C(Nc1ccccc1C(=O)OC1CCOC1=O)c1ccco1 (stereo not given)
0.98,2,1,-11,0.98,0,2,-4,Cc1nc(CC(=O)c2ccc(O)cc2O)cs1
1.2,-20,1,-4,1.1,-2,-7,-14,Cc1nn(CC(=O)NCc2cccnc2)c(=O)c2ccccc12
1.2,-19,-1,-34,1,2,-2,-13,C#CCOCCOCCOCCNc1nc(N2CCN(C(=O)CCCCCCCCCCNC(=O)[C@@H](CCC(=O)O)n3cc(CCCCCN)nn3)CC2)nc(N2CCN(C(=O)CCCCCCCCCCNC(=O)[C@H](CO)n3cc(CCCSC)nn3)CC2)n1
0.81,19,-6,-4,1,49*,0,7,CC(OC(=O)c1cccc([N+](=O)[O-])c1)C(=O)NCc1ccc2c(c1)OCO2 (stereo not given)
0.95,5,-6,3,1,-4,-3,-23,CCOc1ccccc1-c1nnc(CS(=O)(=O)c2ccccc2)o1
0.96,4,-2,-5,0.96,3,4,17,Cc1nnc(SCC(=O)NC23CC4CC(CC(C4)C2)C3)n(N)c1=O
0.98,2,0,5,1,-3,-3,12,CN(CC(=O)Nc1ccc(Cl)c(C(F)(F)F)c1)C(=O)/C=C/c1cccs1

Carrying on:
hIAP act,hIAP block,HKDC1 inh,ATG4B inhibitor,mIAP act,APOBEC3A inh,mIAP block,PfGluPho inh,SMILES
1.4,-41,·,·,1,2,-1,·,COc1cccc(N/C(N)=N/c2nc(CSc3ccccn3)cc(=O)[nH]2)c1
0.93,7,-6,6,1.1,3,-6,6,COC(=O)[C@H](Cc1ccccc1)NC(=O)NCc1cccs1
1.1,-10,1,2,0.98,-3,2,-37,CC(=O)Nc1ccc(S(=O)(=O)Nc2cc(-c3ccccc3)nn2C)cc1
1,0,-6,-10,0.88,24,12,-1,CCc1nnc(NC(=O)CSc2ccc(-c3ccco3)nn2)s1
1,0,1,-3,1,0,0,-15,COc1ccccc1OCCCC(=O)Nc1nnc(C2CCCO2)s1 (stereo not given)
1.1,-5,-37,-5,0.94,-1,6,38,CC(C)C(=O)N1CCc2cc(-c3csc(N)n3)ccc21
1.2,-17,3,-3,0.98,-3,2,4,CC[C@@H](Nc1ncnc2c1oc1ccccc12)C(=O)O
0.88,12,1,27,1.4,-3,-45,3,Fc1ccc(CNC(=S)Nc2ccc(OC(F)F)cc2)cc1
0.88,12,-2,-8,0.88,-3,12,7,O=C(N/N=C\c1cc([N+](=O)[O-])ccc1N1CCOCC1)c1ccccn1
1,-1,7,3,0.91,-2,9,-6,O=S(=O)(c1ccc(SCc2cccc(Cl)c2)nc1)N1CCCC1
1,0,-10,-5,0.92,-4,8,9,COc1ccc(-c2ccc(SCC(=O)N3CCOCC3)nn2)cc1OC
1.1,-12,-3,-1,0.97,-2,3,3,CCCC(=O)N(Cc1cccnc1)c1nc2c(OC)ccc(Cl)c2s1
1,-1,-5,-9,0.87,-3,13,-2,CCCCN(CC)CCCNC(=O)c1csc2c1CCCCC2
1.2,-19,2,-2,1.1,0,-6,-2,O=C(CSc1nc(=O)n(CCCN2CCOCC2)c2c1CCC2)Nc1ccc([N+](=O)[O-])cc1
1.1,-6,-1,-11,0.89,4,11,14,COC(=O)C1=C(C)N(CCC2=CCCCC2)C(=O)C1
0.97,3,-8,-1,0.98,-4,2,6,C=CCn1c(-c2cccnc2Cl)nc2cc(Cl)c(Cl)cc21
1.1,-6,-5,5,1,-3,-4,-9,O=C(O)CC1=C(O)C(=O)N(c2ccccc2)C1c1ccc(Br)cc1 (stereo not given)
